HEK293 tox: cytotoxicity counter-screen for GLP-1 receptor inverse agonists; HEK293 cAMP-luciferase reporter cells, luminescence, 24 h; Potency, µM (titrated, usually from 38.3 µM), for the others: top-dose activity change, negative = inhibition, hits mostly inhibitors; 410,000 compounds, 0.13% hits;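 further: loss of luciferase light is scored as toxicity; potency means the concentration at half of the fitted maximal effect; on the % scale 0 is the no-effect control and ±100 the full control effect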
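Here, cytotoxicity is scored as loss of luminescence. The MLSMR collection was tested on cells seeded in medium containing 10% Nu serum, with a 24 hr compound exposure preceded by 12 hours of culture.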
FUS suppressor: suppressors of FUS proteinopathy in yeast; Potency, µM (series often up to 76.6 µM), without a hit: at the highest dose growth rescue (activation), usual class: activators; AID 1347120; S. cerevisiae FUS-expressing, growth rescue, OD600, 24 h; 390,000 compounds, 0.24% hits;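 further: potency means the concentration at half of the fitted maximal effect; plate controls were DMSO vehicle for no effect and reference control for full effect; nearly all actives have a fitted effect of over 55% in size; some results filed as inactive show a strong effect at the top dose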
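FUS-expressing yeast, raffinose-pregrown, induced in 2% galactose minimal medium at OD 0.005; compounds in a dilution series, 24hr at 30C. Growth restoration read as absorbance at 600 nm. CP55940 positive control, DMSO negative.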
Abeta rescue: A-beta toxicity reversal in yeast. yeast expressing A-beta42, growth rescue, OD600, 48 h; response scale: 0% DMSO, 100% iron-clioquinol control. Potency, µM (highest dose often 46.1 µM), inactives show at the highest dose growth rescue, hits mostly activators. 410,000 compounds, 0.063% hits. AID 1347071; further: potency means the concentration at half of the fitted maximal effect; nearly all actives have a fitted effect of over 55% in size
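Yeast growth medium received pinned compounds, then yeast cells expressing toxic A-beta were added; plates incubated at 30 C for 48 hr. Growth read as absorbance at 600 nm, normalized to DMSO and equimolar FeCl3 plus clioquinol controls.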
Mm-Cpn inhibitor: M. maripaludis TRiC chaperonin inhibition | purified Mm-Cpn ATPase, ADP Transcreener TR-FRET | Potency, µM (top dose mostly 76.9 µM), inactives show at the top dose activity, negative = inhibition, actives largely listed as inhibitors | 330,000 compounds, 0.031% hits; further: potency means the concentration at half of the fitted maximal effect; on the % scale 0 is the no-effect control and ±100 the full control effect; nearly all actives have a fitted effect of over 80% in size
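Purified archaeal Mm-CPN (25nM final) preincubated 10 min at 37degC with compound, then 10uM ATP for 30 min at 37degC; ADP measured by HTRF Transcreener TR-FRET; buffer 30 mM TRIS pH 7.4, 100mM KCl, 5mM MgCl2, 1mM DTT.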
GLP1R inv ag: inverse agonists of human GLP-1 receptor; 410,000 compounds, 1.6% hits; P43220; Potency, µM (titrated, usually from 38.3 µM), inactives show top-dose activity change, negative = inhibition, hits mostly inhibitors; AID 624417; HEK293 GLP-1R CRE-luciferase, luminescence, 24 h; GLP-1R form is constitutively active; further: potency means the concentration at half of the fitted maximal effect; on the % scale 0 is the no-effect control and ±100 the full control effect; nearly all actives have a fitted effect of over 55% in size
Target sequence (P43220 whole entry, looked up): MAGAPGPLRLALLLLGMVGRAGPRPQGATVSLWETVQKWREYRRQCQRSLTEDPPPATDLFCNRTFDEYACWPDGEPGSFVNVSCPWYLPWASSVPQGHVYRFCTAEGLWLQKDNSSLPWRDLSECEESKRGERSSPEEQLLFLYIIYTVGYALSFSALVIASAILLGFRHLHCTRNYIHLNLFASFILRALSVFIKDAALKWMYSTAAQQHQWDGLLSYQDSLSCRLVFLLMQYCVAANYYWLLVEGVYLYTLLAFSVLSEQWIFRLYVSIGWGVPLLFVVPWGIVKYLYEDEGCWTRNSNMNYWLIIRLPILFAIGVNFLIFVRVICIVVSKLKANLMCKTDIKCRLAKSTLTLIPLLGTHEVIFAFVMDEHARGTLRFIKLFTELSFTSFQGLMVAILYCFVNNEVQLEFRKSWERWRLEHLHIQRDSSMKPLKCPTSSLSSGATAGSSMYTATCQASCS
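Luminescence readout: a drop in cAMP-driven luciferase signal flags inverse agonism at a constitutively active GLP-1R stably expressed in HEK293. Compound exposure lasted 24 hr at 37 deg C, 5% CO2.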
aSyn yeast inh: inhibitors of alpha-synuclein toxicity in yeast; Yeast expressing alpha-synuclein, growth rescue, BacTiter-Glo, 24 h; Potency, µM (highest dose often 46.1 µM), without a hit: at the highest dose growth rescue (activation), actives largely listed as activators; 370,000 compounds, 0.14% hits; AID 652106; further: potency means the concentration at half of the fitted maximal effect; % of control where 0% means no effect; nearly all actives have a fitted effect of over 65% in size
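Screening used galactose-induced yeast with toxic alpha-synuclein levels, exposed to compound for 24 hr at 30 deg C. Cell growth, read with BacTiter-Glo luminescence, gave the measured signal.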
PTHR1 ag: agonists of human PTHR1 parathyroid hormone receptor | HEK293 GP2 PTHR1 cells, GloSensor cAMP luminescence, 1 h | Potency, µM (highest dose often 115 µM), inactives show top-dose activation, usual class: activators | 410,000 compounds, 0.075% hits | AID 743266 | Q03431; further: potency means the concentration at half of the fitted maximal effect; nearly all actives have a fitted effect of over 55% in size; some results filed as inactive show a strong effect at the top dose; inactives centre near -15; many of its hits are not listed in these tables
Target sequence (Q03431 whole entry, looked up): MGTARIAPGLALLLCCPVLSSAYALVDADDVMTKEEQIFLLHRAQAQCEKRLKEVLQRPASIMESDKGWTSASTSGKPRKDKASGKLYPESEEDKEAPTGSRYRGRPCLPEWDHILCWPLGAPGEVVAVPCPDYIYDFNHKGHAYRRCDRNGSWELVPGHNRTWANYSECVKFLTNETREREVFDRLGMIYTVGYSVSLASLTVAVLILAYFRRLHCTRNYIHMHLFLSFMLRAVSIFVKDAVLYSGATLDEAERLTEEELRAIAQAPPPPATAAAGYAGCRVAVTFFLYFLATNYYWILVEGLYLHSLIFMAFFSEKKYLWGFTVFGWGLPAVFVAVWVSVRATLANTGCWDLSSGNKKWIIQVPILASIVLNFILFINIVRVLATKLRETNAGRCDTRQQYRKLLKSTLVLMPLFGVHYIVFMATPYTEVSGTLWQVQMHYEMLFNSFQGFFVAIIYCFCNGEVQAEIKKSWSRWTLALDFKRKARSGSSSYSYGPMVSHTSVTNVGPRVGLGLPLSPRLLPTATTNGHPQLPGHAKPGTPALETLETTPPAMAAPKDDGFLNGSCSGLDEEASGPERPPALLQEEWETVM
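HEK-293-derived GP2 cells expressing PTHR1 and a GloSensor cAMP reporter, 3,000/well, plated overnight, given luciferin plus IBMX (each 0.5 mM as added) for 1 h at 37 °C, then compound for 1 h at 37 °C. Luminescence was read after 15 min at room temperature.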
pAkt inh: Akt phosphorylation inhibition; Neuro2A IGF-stimulated pAkt S473 HTRF, 20 min; stronger effect = lower value; activity change, % for hits at 50 µM; 360,000 compounds, 0.32% hits; AID 651550; in the data active means activity change below about -80%; inconclusive means mostly about -51% to -80%; further: on the % scale 0 is the no-effect control and ±100 the full control effect
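Neuro2A cells in DMEM with 0.5% FBS, overnight at 37 deg C, given compound at single 50 µM final, then IGF (6 nM final) for 20 min at 37 deg C. Lysed; phospho-Akt Ser473 by HTRF after 24 h, 665/615 ratio.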
TDP-43 yeast inh: inhibitors of TDP-43 toxicity in yeast; TDP-43 expressing yeast growth rescue, BacTiter-Glo, 24 h; 410,000 compounds, 1.8% hits; Potency, µM (highest dose often 46.1 µM), inactives show at the top dose growth rescue (activation), most hits filed as activators; further: potency means the concentration at half of the fitted maximal effect; % of control where 0% means no effect; nearly all actives have a fitted effect of over 50% in size
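Luminescence from BacTiter-Glo reports growth of TDP-43-expressing yeast after 24 hr at 30 deg C with compound. Cells were raffinose-pregrown to mid-log, then seeded in galactose medium at OD600=0.02.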
Starred values were filed as active, the others as inactive; i = inactive; ? = inconclusive; . = no result given; & = joins results of further samples; [ ] = another dose, or the depositor's remark. Unless noted, the call rests on the fitted dose curve; in most records, active means well fitted curve in the direction sought with a large enough effect; inconclusive means small, poorly fitted or top-dose-only effect, or another doubt; inactive means no such curve, though single readings can be large; an effect the other way counts as inactive or inconclusive.

SMILES | HEK293 tox | FUS suppressor | Abeta rescue | Mm-Cpn inhibitor | GLP1R inv ag | aSyn yeast inh | PTHR1 ag | pAkt inh | TDP-43 yeast inh
Cc1ccc(C(=O)OCC(=O)Nc2ccc(N(C)C)cc2)cc1NC(=O)c1ccco1 | -9% | 5% | 24% | 1% | -9% | 6% | -18% | i | 7%
CSC1=N/C(=C\c2ccc(Cl)cc2)C(=O)N1N(C)C | -28% | -13% | -16% | 2% | 12% | 9% | -16% | i | -3%
O=C1CCC([N+](=O)[O-])C(c2cccc(Cl)c2Cl)N1 (configuration not stated) | -2% | -24% | -9% | 1% | 0% | -2% | -4% | i | 5%
COC(=O)c1c(-c2ccccc2OC)sc2ccc(OC)cc12 | 9% | 22% | 4% | ? | ? | -2% | -8% | i | 35%
O=c1cc(-c2ccccc2)nc2cc(-c3ccc(F)cc3)[nH]n12 | 4%&-11% | 10%&29% | -5%&1% | . | 2%&-22% | -3% | 2% | i | -15%&9%
COc1cccc(-c2cc3nc(NCCN4CCCC4)n(C)c(=O)c3s2)c1 | 13% | 13% | -24% | . | 4% | -4% | 1% | i | 1%
CCCCC(=O)Nc1ccc2c(c1)nc1n2CCN(CCOC)C1 | -4% | 11% | -10% | 0% | 13% | -3% | i | i | 6%
O=C(C1CCN(S(=O)(=O)c2cccnc2)CC1)N1CCN(c2ccccc2Cl)CC1 | 1% | 2% | -4% | . | -23% | 2% | -16% | i | 1%
COc1ccc(N(C(=O)c2ccc(S(=O)(=O)N3CCCC3)cc2)C2C=CS(=O)(=O)C2)cc1 (configuration not stated) | -4% | 17% | 11% | 0% | 14% | 0% | -1% | i | 3%
COc1ccc(OCC(=O)O/N=C(\N)Cc2ccc(Cl)cc2)cc1 | 83%[activator] | 12% | 5% | 1% | -27% | -19% | -55%[inhibitor] | i | 22%
CCN(CC)S(=O)(=O)c1cc(C(=O)OCC(=O)Nc2ccc(-c3nc4ccc(C)cc4s3)cc2)ccc1F | 1% | 9% | 11% | -17% | 1% | 9% | -49%[inhibitor] | i | ?
CCc1c(-c2n[nH]c(=S)n2Cc2ccccc2)csc1C | -26% | 19% | 0% | 0% | ? | -4% | -22% | i | 11µM*
COc1ccc(NC(=O)CSc2nn3c(=O)c(C)nnc3s2)cc1 | -4% | -6% | -24% | 0% | 16% | 16% | i | i | -5%
Cc1ccc(S(=O)(=O)NCC(=O)OCc2cc(=O)oc3cc(C)ccc23)cc1 | 7% | 2% | -10% | -9% | 11% | 6%[1.84 µM] | -1% | i | -5%
O=[N+]([O-])c1ccc(N=NNc2ccc([N+](=O)[O-])cc2)cc1 | -8% | -6% | 6% | . | 42% | -10% | -12% | i | -2%
CCOc1ccc(N2C(=O)C(CC(=O)Nc3ccccc3)N(Cc3ccccn3)C2=S)cc1 (configuration not stated) | -3% | ? | -11% | 1% | ? | -18% | ? | i | -4%
Cc1ccc(/C=C/S(=O)(=O)Nc2ccc(C)cc2)cc1 | -11% | 14% | -3% | -3% | -6% | 6% | -18% | i | -22%
O=C(NNC(=S)Nc1ccccc1)c1cc(Br)ccc1Cl | 11% | 3% | 20% | -5% | -8% | 1% | -9% | i | 27%
Cc1ccc(-n2c3c(cc(C(=O)NCCCN4CCOCC4)c2=O)C(=O)CC(C)(C)C3)cc1 | 0% | -8% | -4% | 1% | 24% | -3% | -9% | i | 2%
CCC(=O)N1CCN(c2ccc(NC(=O)COc3ccc(C)cc3C)cc2)CC1 | 6% | -14% | 3% | -3% | ? | -9% | -28% | i | 11%

In a second layout: results already given.
Every second line gives: HEK293 tox, FUS suppressor, Abeta rescue, Mm-Cpn inhibitor, GLP1R inv ag, aSyn yeast inh, PTHR1 ag, pAkt inh, TDP-43 yeast inh
O=[N+]([O-])c1ccc(N=NNc2ccc([N+](=O)[O-])cc2)cc1
→ -8%, -6%, 6%, ., 42%, -10%, -12%, i, -2%
CCOc1ccc(N2C(=O)C(CC(=O)Nc3ccccc3)N(Cc3ccccn3)C2=S)cc1 (configuration not stated)
→ -3%, ?, -11%, 1%, ?, -18%, ?, i, -4%

Further structures:
SMILES | HEK293 tox | FUS suppressor | Abeta rescue | Mm-Cpn inhibitor | GLP1R inv ag | aSyn yeast inh | PTHR1 ag | pAkt inh | TDP-43 yeast inh
COc1ccc(CNC(=O)CCS(=O)(=O)c2cc3c4c(c2)CCN4C(=O)CC3)cc1 | 1% | -2% | 4% | . | 0% | . | i | . | 27%
COc1cccc(CNC(=O)CCC2CCCN(C(=O)c3ccccc3N(C)C)C2)c1 (configuration not stated) | ? | . | -10% | -2% | -1% | -1% | -57%[inhibitor] | i | -19%
C[C@@H]1CN([C@@H](C)CO)C(=O)c2cccc(NC(=O)C3CCOCC3)c2O[C@H]1CN(C)S(=O)(=O)c1ccc(Cl)cc1 | -1% | -1% | 2% | ? | 6% | -8% | -39%[inhibitor] | i | 8%
O=C(C[n+]1ccc(C(=O)NCc2ccccc2)cc1)c1ccc(OC(F)F)cc1 | -8% | 6% | 5% | 0% | 1% | -10% | -5% | i | -22%[0.397 µM]
C#CCOCCOCCOCCNc1nc(N2CCN(C(=O)Cn3cc(CCO)nn3)CC2)nc(N2CCN(C(=O)[C@H](C)n3cc(CCCN=C(N)N)nn3)CC2)n1 | -1% | -9% | -13% | . | 3% | -1% | i | i | -1%
O=C(/C=C/c1c(F)cccc1Cl)Nc1cccnc1 | 1% | -9% | -6% | -2% | 17% | 2% | -38%[inhibitor] | i | ?
Cc1ccc(C(=O)NCCNC(=O)CN2CCCC2)cc1 | 1% | 19% | 2% | -1% | -1% | -2% | i | i | 3%
Cc1oc(-c2ccoc2)nc1CN(CC1CCC(=O)N1)C(C)C (configuration not stated) | -6% | 7% | -11% | 2% | 8% | 3% | i | i | -11%[0.397 µM]
NC(=O)CSc1nnc(-c2ccncc2)o1 | 4% | -6% | 2% | -2% | 13% | -6% | 13% | i | 2%
Nc1cccc([N+](=O)[O-])c1 | -10% | -4% | 6% | -1% | 18% | 0% | -18% | i | 0%
Cc1ccnc(N2CCC(C(=O)Nc3ccc4c(c3)CCC4)CC2)n1 | 1% | 16% | -5% | 0% | -30% | 1% | -65%[57.5 µM] | i | 0%
COc1ccccc1CCNC(=O)C(=O)NCC(c1ccco1)S(=O)(=O)c1cccs1 (configuration not stated) | 6% | 2% | -13% | . | -10% | . | -10% | . | 18%
Cn1c(SCc2n[nH]c(=S)n2-c2ccccc2)nnc1-c1ccccc1 | 1% | . | 13% | -1% | 0% | 2% | i | i | -8%
CCC(=O)N1CCc2cc(Br)cc(S(=O)(=O)CCC(=O)NCCc3ccccc3)c21 | -19%&3% | -4%&11% | -9%&-5% | -11% | -8%&20% | 6% | -3%[57.5 µM] | i | 17%&17%
Cc1ccc(C)c(Cn2cc(S(=O)(=O)c3ccc(Cl)cc3)c(=O)c3cc(F)ccc32)c1 | -4% | -10% | -5% | . | 3% | . | i | . | 18%
CCOC(=O)Cc1ccc(NC(=O)n2ncc3cc(Cl)ccc32)cc1 | -9% | 1% | 1% | . | -13% | . | 27% | . | 16%
CS(=O)(=O)Nc1ccc(C2=NN(S(C)(=O)=O)C(c3ccc4c(c3)OCO4)C2)cc1 (configuration not stated) | 8% | 20% | 20% | -3% | 11% | 5% | -13% | i | -2%
O=[N+]([O-])c1cnccc1-n1nnc2ccccc21 | -26% | -12% | -44%[inhibitor] | . | ? | -4% | -37%[inhibitor] | i | ?
COc1cc(Cl)ccc1OC1(C)CCN(Cc2cccn2-c2nccs2)C1 (configuration not stated) | -16% | 8% | -6% | . | ? | 1% | -42%[inhibitor] | i | 11%
CC(C)C1C(=O)CC(c2ccccc2)NC1c1ccccc1 (configuration not stated) | -17% | -9% | 0% | 3% | ? | 2% | i | i | 10%
Cc1nc2ccc(C(=O)NCCCn3ccnc3)cn2c1N(C)CC1CCCCC1 | 3% | 7% | 16% | . | 25% | -5% | 0% | i | 6%
Cc1ccc(OCC(=O)NCc2ccco2)c([N+](=O)[O-])n1 | 13% | -17% | -2% | -3% | 34%[activator] | 0% | i | i | 4%
CC(Sc1nc2cc(Cl)ccc2s1)C(=O)Nc1ccc2c(c1)OCO2 (configuration not stated) | 9% | 15% | 15% | 1% | -14% | -13% | i | i | ?
O=C(Nc1ccncc1)c1ccc(NS(=O)(=O)c2cccc(F)c2)cc1 | 0% | . | -3% | -1% | 0% | 0% | -31% | i | 6%
CN(C)c1ccc(C(=O)N=c2sccn2C)cc1[N+](=O)[O-] | -19% | -14% | 12% | 1% | 36%[activator] | -2% | -9% | i | 14%
CC(C)Oc1ccc(CN2CCCC(CO)(Cc3ccccc3)C2)cc1CO (configuration not stated) | -20% | -1% | 0% | 0% | ? | 8% | i | i | 9%
CCCc1cc(=O)oc2c(CN3CCCC3)c(O)c(Cl)cc12 | 343%[activator] | 29% | -8% | -12% | 0% | 1% | i | i | 18%
COc1cccc(CN(C)C(=O)C(Cc2ccccc2)NC(=O)c2ccccc2)c1OC (configuration not stated) | -17% | 17% | 7% | 0% | 8.9µM* | -7% | -17% | i | -5%
COc1ccc(C[C@H]2CN3C(=NC[C@@H]3Cc3ccc(O)cc3)N2CCNC(=O)c2ccc(C)c(Br)c2)cc1 | 3% | ? | 11% | . | ? | 0% | i | i | 3%
O=c1ccc(/C=C/c2ccccc2)nn1Cc1ccccc1Cl | 5% | . | -23% | 2% | -2% | 20% | -34%[inhibitor] | i | ?

Compound activity: PubChem, National Center for Advancing Translational Sciences (NCATS)

Not all compounds are listed, so the mix of outcomes need not match the whole.
